Hsp70 activator: switches on Hsp70 transcription | activation, % at 10 µM | HeLa Hsp70 promoter luciferase reporter, luminescence; scaled: vehicle 0, proteasome-inhibitor control 100% | 0.04% of 200,000 active | AID 1203;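 active means activation above the mean across all tested compounds plus 3 SD, cutoff set per campaign, cut at about 5.5% in these data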;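 further: 100% = MG132 at 30 µM as the positive control and 0% = DMSO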
PMI act: phosphomannose isomerase (human) activation | 0.005% of 190,000 active | activation factor at 20 µM | P34949 | AID 1214 | purified human PMI, coupled resazurin fluorescence, 20 min; stronger effect = higher value; 1 = vehicle control, 0 substrate-free wells;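 active means activation factor of 2 or more at 20 µM, relative to plate controls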
Target sequence (P34949 whole entry, looked up): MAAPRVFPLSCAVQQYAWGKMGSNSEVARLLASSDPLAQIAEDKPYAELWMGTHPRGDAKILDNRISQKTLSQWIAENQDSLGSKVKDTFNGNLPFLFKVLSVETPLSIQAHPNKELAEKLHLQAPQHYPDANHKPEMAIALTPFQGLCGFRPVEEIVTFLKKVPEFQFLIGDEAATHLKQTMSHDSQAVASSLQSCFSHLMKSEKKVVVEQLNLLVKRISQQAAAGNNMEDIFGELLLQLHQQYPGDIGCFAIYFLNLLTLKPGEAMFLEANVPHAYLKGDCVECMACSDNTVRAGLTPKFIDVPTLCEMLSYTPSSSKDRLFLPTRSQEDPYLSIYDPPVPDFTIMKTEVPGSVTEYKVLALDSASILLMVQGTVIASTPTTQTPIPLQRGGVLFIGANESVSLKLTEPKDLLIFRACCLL
Lmaj promast: inhibitors of Leishmania major promastigote growth; inhibition, % at 10 µM; 9% of 200,000 active; Leishmania major promastigotes, resazurin fluorescence viability; in the data active means inhibition above about 50%;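 further: promastigotes grown with compound for 44 hours at 28 °C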
TNAP inh hi DEA: TNAP (human) inhibition, high acceptor; purified TNAP, CDP-star luminescence, 1 M DEA; inhibition, % at 20 µM; 0.03% of 200,000 active; AID 1135;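 active means over 50% inhibition of tissue-nonspecific alkaline phosphatase at 20 µM in the single-dose screen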;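 further: plate controls were DMSO wells for no effect and EDTA-quenched wells as full inhibition for full effect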
Target sequence (P05186 whole entry, looked up): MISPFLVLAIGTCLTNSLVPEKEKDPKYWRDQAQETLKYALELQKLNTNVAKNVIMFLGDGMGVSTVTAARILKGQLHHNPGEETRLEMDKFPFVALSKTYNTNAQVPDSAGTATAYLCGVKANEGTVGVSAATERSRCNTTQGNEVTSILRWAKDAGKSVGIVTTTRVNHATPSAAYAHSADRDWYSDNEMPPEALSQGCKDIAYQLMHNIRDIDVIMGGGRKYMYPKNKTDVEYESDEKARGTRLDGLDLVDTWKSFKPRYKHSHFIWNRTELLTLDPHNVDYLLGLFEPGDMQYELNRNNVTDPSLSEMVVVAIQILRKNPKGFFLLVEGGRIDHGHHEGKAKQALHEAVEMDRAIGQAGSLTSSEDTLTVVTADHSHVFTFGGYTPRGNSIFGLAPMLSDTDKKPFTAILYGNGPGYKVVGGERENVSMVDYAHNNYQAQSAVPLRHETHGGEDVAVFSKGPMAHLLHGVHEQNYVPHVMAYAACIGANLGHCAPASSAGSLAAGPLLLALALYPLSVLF
PMI act satM6P: increases human PMI activity with near-saturating mannose 6-phosphate | P34949 | coupled PMI enzyme assay, resazurin fluorescence, 20 min; stronger effect = higher value; 1 = untreated enzyme, 0 = substrate-free blank | activation factor at 20 µM | 0.34% of 190,000 active;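 active means activation factor of 2 or more at 20 µM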
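Material: human phosphomannose isomerase with PGI, G6PDH, diaphorase coupling enzymes. Quantity: 15 ng/mL PMI. Medium: HEPES pH 7.4 buffer with MgCl2 and Tween-20. Reagent: Near-saturating mannose-6-phosphate, 1.0 mM. Compound: 20 µM single dose. Times: enzyme reaction with compound 20 min at room temperature. Detection: resorufin fluorescence at Ex 544/Em 590 nm.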
RAM inhibit: inhibitors of the yeast RAM network; S. cerevisiae dse1pr::URA3 reporter, 5-FOA growth OD615, 2 d; analog-sensitive cbk1-as2 kinase mutant strain; inhibition, % at 50 µM; 1.8% of 190,000 active; AID 868;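 active means inhibition above a set limit, 3 SD over mean compound inhibition, cut at about 8.4% in these data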;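 further: 0% = DMSO-only wells with no growth and 100% = 10 µM 1-NA-PP1 full growth; inhibition rescues growth on 5-FOA so higher OD means more RAM inhibition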
S1P3 antagonist: blocks the human S1P3 receptor. CHO S1P3 NFAT-BLA reporter, FRET fluorescence, antagonist mode. inhibition, % at 4.98 µM. 0.27% of 170,000 active. Q99500. AID 485;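 active means inhibition above the plate cutoff, the mean inhibition of test wells on that plate plus 3 SD, cut at about 28% in these data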;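 further: cells challenged with S1P at its EC80 of 0.8 µM; blue over green emission ratio from cleaved BLA substrate after 4 h stimulation; 0% = S1P-stimulated wells and 100% = unstimulated DMSO-only wells; some compounds past the cut are filed as inactive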
DTT redox prof: compounds producing H2O2 with reducing agent – biochemical, NIH compound library profiling, artefact control for MLSCN library redox annotation, primary screen | DTT-dependent redox cycling H2O2, phenol red/HRP absorbance; 100% = 100 µM peroxide control, 0% = buffer | activation, % at 10 µM | 0.03% of 200,000 active;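 active means activation of at least 50% relative to the plate's high and low controls in the primary single-dose screen; inactive means activation below 50%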;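 further: compound incubated with DTT at 0.8 mM final as the reducing agent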
TNAP inh no acc: TNAP (human) inhibition, acceptor-free conditions; AID 1012; 0.26% of 200,000 active; inhibition, % at 20 µM; purified TNAP, CDP-star luminescence, 30 min; P05186;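 active means tissue-nonspecific alkaline phosphatase inhibition above about 50% at 20 µM in the single-dose screen, limit read from the data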;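 further: 0% = DMSO negative control and 100% = EDTA positive control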
Efa HMGR inh: inhibitors of class II HMG-CoA reductase from Enterococcus faecalis | purified E. faecalis HMGR, NADPH absorbance 340 nm kinetic | inhibition, % at 10 µM | 0.41% of 190,000 active | AID 1066;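 active means inhibition above a set limit, the median over all tested compounds plus 3 SD, cut at about 9.5% in these data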;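 further: enzyme runs in reverse so mevalonate oxidation gives rising NADPH absorbance; 0% = complete reaction with DMSO and 100% = background rate lacking mevalonate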
An asterisk follows results filed as active; . = no result given.

SMILES | Hsp70 activator | PMI act | Lmaj promast | TNAP inh hi DEA | PMI act satM6P | RAM inhibit | S1P3 antagonist | DTT redox prof | TNAP inh no acc | Efa HMGR inh
CCN1CCN(c2ncc(C(=O)Nc3cc(Cl)c(OC)cc3OC)c3ccccc23)CC1 | -0.3 | 1 | 7 | -3 | 1 | -0.1 | 0 | -0.3 | -23 | 1
COc1cc(C(=O)CCN2CCC(c3ccccc3)C2)cc(OC)c1OC (stereo unspecified) | -0.1 | 0.7 | 81* | -2 | 0.7 | -0.4 | 1 | 0.1 | -13 | 0
O=C(NCc1ccco1)c1ccc(S(=O)(=O)N2CCCc3ccccc32)cc1 | 0.0 | 0.9 | 64* | 0 | 0.9 | 7.4 | -5 | 0.0 | -7 | -2
CCOC(=O)c1c(C)[nH]c(C(=O)COC(=O)c2ccc(F)c(S(=O)(=O)N3CCOCC3)c2)c1C | 0.0 | 0.9 | -3 | 2 | 1 | -0.4 | 5 | 0.9 | -5 | -2
N#Cc1ccccc1/C=N/Nc1nc(-c2ccccc2)c2cc(Br)ccc2n1 | -0.3 | 0.9 | 11 | 2 | 0.9 | 6.8 | . | -3.7 | -1 | 4
COc1ccccc1NC(=O)N(Cc1ccccc1)c1ccccn1 | 0.0 | 0.8 | 31 | -5 | 0.9 | 8.0 | . | 1.5 | -18 | -1
O=C(NCc1ccccc1)OCCN1CCN(Cc2ccccc2)CCC1=O | -0.1 | 0.9 | -6 | 3 | 1 | 1.5 | -13 | -0.3 | -4 | -2
Cn1cccc1CC(=O)N/N=C\c1c2ccccc2cc2ccccc12 | 0.3 | 1.1 | 0 | 1 | 1 | 1.7 | . | 2.4 | 1 | 7
O=C1CCCC2=C1C(c1ccccc1)C1=C(CCCC1=O)O2 | . | 0.9 | . | 0 | 0.9 | . | -52 | . | -6 | .
c1ccc(OCc2nn3c(C4CCCCC4)nnc3s2)cc1 | -0.3 | 1 | -6 | -1 | 0.9 | 0.9 | . | -0.1 | -5 | -7
CCOC(=O)C(NC(C)=O)(Nc1ccc(S(=O)(=O)Nc2ccncn2)cc1)C(F)(F)F (stereo unspecified) | 0.8 | 1.1 | -10 | -6 | 1 | 0.8 | . | 0.6 | -8 | -7
O=C(C1CCCCC1)N1CCCC(c2nc3c(nnn3Cc3ccccc3)c(=O)[nH]2)C1 (stereo unspecified) | 0.0 | 1 | -1 | -2 | 1 | 0.7 | -11 | -0.6 | -4 | 2
CNC(=O)CCCc1nc(-c2ccccc2Cl)no1 | -0.3 | 1.1 | -1 | -6 | 1.1 | 0.9 | . | 0.2 | -16 | -1
COC(=O)c1cccc(N2C(=O)c3ccccc3S2(=O)=O)c1 | -0.3 | 1 | -2 | -4 | 1 | 0.9 | -14 | 2.8 | -9 | 4
CCCCN(C)CCn1c(=S)[nH]c2cc(OCC)c(OCC)cc2c1=O | -0.2 | 0.9 | 28 | -1 | 0.9 | 0.4 | 1 | -0.5 | -1 | -2
Cc1ccccc1NC(=S)c1nc2ccccc2[nH]1 | -0.1 | 1 | 90* | -4 | 1.1 | -1.3 | 7 | -0.6 | -62 | -2
Cc1ccc(C)c(S(=O)(=O)N/N=C/c2ccc(F)cc2)c1 | -0.3 | 1.4 | 0 | -2 | 1.4 | 0.2 | -2 | 0.2 | -1 | -2
NC(=O)c1ccsc1NC(=O)COC(=O)COc1ccccc1F | 0.0 | 0.9 | -7 | -5 | 1 | -0.6 | 6 | 0.3 | -9 | -2
C=CCN1C(=O)C(O)(CC(=O)c2ccc(-n3cccc3)cc2)c2ccccc21 (stereo unspecified) | -0.1 | 0.9 | 13 | 2 | 0.9 | 1.5 | 10 | -0.6 | 3 | 0
COC(=O)C(C)Sc1nnc(Cc2cc(=O)[nH]c(=O)[nH]2)n1-c1ccc(OC)cc1 (stereo unspecified) | -0.4 | 0.9 | -5 | -8 | 1 | 2.7 | -44 | -3.4 | -13 | 4
CCn1c(=O)c([N+](=O)[O-])c(N2CCOCC2)c2ccccc21 | 0.0 | 0.9 | -4 | 0 | 0.9 | 0.0 | 15 | 0.0 | -5 | -4
Cc1[nH]n(-c2ccccc2)c(=O)c1/C=N/N(c1ccccc1)c1ccccc1 | -0.3 | 0.9 | -6 | -7 | 1 | 1.6 | -5 | -0.4 | -9 | -1
CC1CCCN(C(=O)C2CCN(CCCc3ccccc3)CC2)C1 (stereo unspecified) | -0.4 | 1 | 81* | -8 | 1 | 1.3 | 5 | -0.3 | 4 | -3
COc1ccc(CNC(=O)CCOc2ccc(C(C)(C)C)cc2)cc1 | -0.1 | 0.9 | 6 | 0 | 1 | 6.3 | . | 0.1 | 4 | 1
O=C(COC(=O)/C=C/c1cccs1)Nc1cccc(S(=O)(=O)N2CCOCC2)c1 | 0.1 | 1.1 | -5 | -4 | 1.1 | 2.0 | -10 | -1.6 | -3 | -1
COc1ccc(-c2nnn(CC(=O)N(CCCO)C(C(=O)NC3CCCC3)c3ccc(F)cc3)n2)cc1 (stereo unspecified) | -0.1 | 1 | -2 | 5 | 1.1 | 3.8 | 0 | 0.2 | -2 | -6
NS(=O)(=O)c1ccc(N/N=C/c2ccccn2)c([N+](=O)[O-])c1 | 0.0 | 1 | 11 | 18 | 1 | 4.0 | -5 | -0.2 | 16 | -3
COc1cccc(C2NC(=S)NC3=C2CCc2ccccc23)c1 (stereo unspecified) | -0.5 | 1 | -2 | 7 | 0.9 | 1.7 | 14 | 2.4 | 4 | -8
COc1cccc2c1OC1(C)CC2N(C(=O)c2ccco2)C(=S)N1c1ccc(F)cc1 (stereo unspecified) | -0.2 | 1.1 | -5 | -5 | 1 | 4.1 | . | -4.4 | 0 | 1
Cc1ccc(Sc2ncnc3onc(C)c23)cc1 | -0.5 | 1 | 56* | -2 | 1 | 2.0 | . | 2.1 | -11 | 0
COc1ccc(-n2nc(N)c3c(=O)oc(N(C)C)nc32)cc1 | -0.1 | 0.9 | -2 | -1 | 1 | 2.7 | . | 0.8 | -6 | -4
COC(C(=O)Nc1ccc(F)cc1F)c1ccccc1 (stereo unspecified) | 0.9 | 0.9 | -5 | 1 | 1 | -0.4 | . | 0.2 | -14 | -8
CCCCC(CC(O)COCC(C)C)C(=O)NN (stereo unspecified) | 0.0 | 0.9 | -6 | -6 | 0.9 | 1.1 | 4 | -0.7 | -7 | -4
COCCCn1c(=N)c(C(=O)NCC2CCCO2)cc2c(=O)n3cccc(C)c3nc21 (stereo unspecified) | -0.2 | 0.8 | 11 | 1 | 0.5 | -0.6 | -9 | 0.2 | -1 | 2
CCc1nnc(NC(=O)c2cc(-c3ccco3)nc3ccccc23)s1 | -0.1 | 1 | -6 | -2 | 0.8 | 1.9 | -9 | -0.3 | -14 | -5
O=c1c2ccccc2ncn1Cc1ccco1 | -0.1 | 1 | -2 | -4 | 0.9 | 0.5 | . | -0.5 | 1 | -1
O=C(COC(=O)c1ccc(Cl)c(S(=O)(=O)N2CCCC2)c1)NC1CCCCC1 | 0.4 | 1.4 | -4 | -3 | 1.2 | 0.6 | 2 | -1.3 | -8 | -1
CCCCOc1ccc(C2C(=O)N(C3CCCCC3)CC(=O)N2CC2CCCO2)cc1 (stereo unspecified) | 0.4 | 1.1 | 6 | -3 | 1.1 | -0.7 | . | 0.9 | -9 | -1
CC1CCN(S(=O)(=O)c2ccc(NC(=S)NC(=O)c3ccc(Cl)cc3)cc2)CC1 | -0.4 | 1 | 2 | 4 | 1.1 | 0.1 | . | 0.3 | 10 | 0
CC(OC(=O)CCCSc1nc2ccccc2s1)C(=O)NC(N)=O (stereo unspecified) | -0.1 | 1.2 | 0 | 0 | 1.2 | 1.4 | -16 | -1.1 | -3 | 3
O=C(COC(=O)c1ccccc1N1C(=O)C2C3CCC(C3)C2C1=O)c1ccccc1 (stereo unspecified) | -0.5 | 0.9 | -3 | -1 | 1 | 5.3 | -9 | 0.0 | -33 | 0
S=C(Nc1ccc(Oc2ccc(NC(=S)NC3CCCCC3)cc2)cc1)NC1CCCCC1 | -0.2 | 1 | 58* | -13 | 1 | 7.2 | -8 | 1.3 | -56 | 1
Cn1c(=N)n(CC(=O)O)c2ccccc21 | 0.0 | 1 | -4 | -3 | 1 | -0.5 | 24 | -0.5 | -10 | -3
O=C(NCCOc1ccccc1)C(c1ccccc1)c1ccccc1 | -0.3 | 1.1 | -6 | -4 | 1 | 1.8 | . | 1.9 | 3 | 0
C/C(=N\NS(=O)(=O)c1ccccc1)c1cccc(NC(=O)c2cccc(Cl)c2)c1 | -0.2 | 0.8 | 20 | 2 | 0.8 | 6.7 | -9 | -0.1 | -16 | -9
O=C(CCN1CCOCC1)NCC1COc2ccccc2O1 (stereo unspecified) | -0.1 | 0.9 | 3 | 4 | 1 | 0.1 | . | -0.6 | -4 | 5
COc1ccc(-n2nc([N+](=O)[O-])c(=NCCC3=CCCCC3)n2O)cc1 | 0.0 | 0.9 | 82* | 6 | 0.9 | -0.6 | -14 | 0.3 | 0 | -1
O=S(c1ccc2ccccc2c1)c1cnns1 (stereo unspecified) | -0.3 | 0.9 | 10 | -2 | 0.9 | 2.0 | . | 2.5 | -4 | -7
COc1ccc(CNc2oc(COc3ccccc3)nc2C#N)cc1 | -0.2 | 1 | 0 | 0 | 1 | 4.9 | . | -0.1 | -9 | -3
CCc1ccc(NC2=CC(=O)CC(c3ccco3)C2)cc1 (stereo unspecified) | -0.4 | 1.1 | 63* | -2 | 0.9 | 0.5 | 12 | 1.6 | -8 | -4
CNC(CC(=O)c1ccc([N+](=O)[O-])cc1)C(Cl)(Cl)Cl (stereo unspecified) | -0.2 | 1 | 100* | 12 | 1.1 | 5.8 | 3 | 1.5 | 3 | -1
COc1cccc(C(=O)NC(=S)Nc2ccc(N(C)C)cc2)c1 | 0.1 | 0.8 | -2 | -1 | 0.9 | -1.1 | -12 | 0.2 | -4 | 1
CCc1cccc(OCC(=O)Nc2ccc(S(=O)(=O)Nc3onc(C)c3C)cc2)c1 | 0.0 | 1.1 | -7 | 6 | 1 | 5.2 | -18 | -1.6 | -6 | -2

Three of these compounds in another layout:
| smiles | Hsp70 activator | PMI act | Lmaj promast | TNAP inh hi DEA | PMI act satM6P | RAM inhibit | S1P3 antagonist | DTT redox prof | TNAP inh no acc | Efa HMGR inh |
| --- | --- | --- | --- | --- | --- | --- | --- | --- | --- | --- |
| CNC(CC(=O)c1ccc([N+](=O)[O-])cc1)C(Cl)(Cl)Cl (stereo unspecified) | -0.2 | 1 | 100* | 12 | 1.1 | 5.8 | 3 | 1.5 | 3 | -1 |
| O=C(NCc1ccccc1)OCCN1CCN(Cc2ccccc2)CCC1=O | -0.1 | 0.9 | -6 | 3 | 1 | 1.5 | -13 | -0.3 | -4 | -2 |
| CCOC(=O)C(NC(C)=O)(Nc1ccc(S(=O)(=O)Nc2ccncn2)cc1)C(F)(F)F (stereo unspecified) | 0.8 | 1.1 | -10 | -6 | 1 | 0.8 | . | 0.6 | -8 | -7 |

From PubChem BioAssay
